WRN helicase inh: qHTS for Inhibitors of WRN Helicase; Bifunctional 3'-5' exonuclease/ATP-dependent helicase WRN (Homo sapiens), Q14191; WRN helicase unwinding, fluorescent forked duplex, kinetic; Potency, µM (top dose mostly 114 µM), without a hit: at the highest dose activity change, negative = inhibition, hits mostly inhibitors; 360,000 tested, 0.46% active; AID 651768, 2012; also: potency is read from the fitted curve at half-maximal effect; % is scaled to controls: 0 for no effect and ±100 for the full control effect; nearly all actives have a fitted effect of over 55% in size
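WRN at 20 nM final preincubated with compound 15 min at room temperature; reaction started with 100 nM fluorophore/quencher forked duplex oligonucleotide and 2 mM ATP final. Unwinding followed kinetically by red fluorescence (ex 525, em 598 nm).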
IL2 activator: qHTS of IL-2 Activators | IL-2 activation reporter assay, cell-based qHTS; stimulated with anti-CD3/CD4/CD28 beads; in transgenic mouse T cells | AID 652025, 2013 | activation, % (series mostly up to about 46 µM) | 360,000 tested, 0.065% active; in the data active = activation above about 50%; inconclusive = mostly about 30% to 49%; also: 0% is about no effect
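Unstimulated transgenic mouse T cells; 60-min compound exposure; bead-based TCR/CD4/CD28 stimulation; 18 h culture, 37 degrees C; dual fluorescence (EGFP, DsRed) plate cytometry.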
CCT modulator: High-Throughput Screening for Modulators of Cytosolic Chaperonin Activity. 360,000 tested, 0.3% active. activity change, % (no concentration beside the values), hits read low. purified chaperonin ATPase assay, HTRF ADP detection, 30 min; in the data active = activity change below about -30%; also: % is scaled to controls: 0 for no effect and ±100 for the full control effect
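First, chaperonin was dispensed at 40 nM or 20 nM final depending on batch activity. Next, compounds were pinned at 76 uM and ATP added at 10 uM. After 30 min at 37 °C, ADP detection reagents ran 30 min at ambient temperature.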
PLK1 PBD block: qHTS for Inhibitors of PLK1-PDB (polo-like kinase 1 - polo-box domain): Primary Screen; Plk1 PBD binding of FITC phosphopeptide, fluorescence polarization; Potency, µM, without a hit: max response, negative = inhibition, usual class: inhibitors; Serine/threonine-protein kinase PLK1 (Homo sapiens), P53350; 360,000 tested, 2.8% active; also: potency is read from the fitted curve at half-maximal effect; series mostly up to about 57 µM; % is scaled to controls: 0 for no effect and ±100 for the full control effect; nearly all actives have a fitted effect of over 65% in size
EPAC2 ag: qHTS for Agonist of cAMP-regulated guanine nucleotide exchange factor 4 (EPAC2): primary screen; Rap guanine nucleotide exchange factor 4 (Homo sapiens), Q8WZA2; EPAC2 activation, biochemical qHTS; response scale: 100% = 6.5 mM cAMP response; Potency, µM (top dose mostly 154 µM), for the others: at the highest dose activation, most hits filed as activators; 360,000 tested, 0.079% active; also: potency is read from the fitted curve at half-maximal effect; nearly all actives have a fitted effect of over 50% in size
Target sequence (Q8WZA2 whole entry, looked up): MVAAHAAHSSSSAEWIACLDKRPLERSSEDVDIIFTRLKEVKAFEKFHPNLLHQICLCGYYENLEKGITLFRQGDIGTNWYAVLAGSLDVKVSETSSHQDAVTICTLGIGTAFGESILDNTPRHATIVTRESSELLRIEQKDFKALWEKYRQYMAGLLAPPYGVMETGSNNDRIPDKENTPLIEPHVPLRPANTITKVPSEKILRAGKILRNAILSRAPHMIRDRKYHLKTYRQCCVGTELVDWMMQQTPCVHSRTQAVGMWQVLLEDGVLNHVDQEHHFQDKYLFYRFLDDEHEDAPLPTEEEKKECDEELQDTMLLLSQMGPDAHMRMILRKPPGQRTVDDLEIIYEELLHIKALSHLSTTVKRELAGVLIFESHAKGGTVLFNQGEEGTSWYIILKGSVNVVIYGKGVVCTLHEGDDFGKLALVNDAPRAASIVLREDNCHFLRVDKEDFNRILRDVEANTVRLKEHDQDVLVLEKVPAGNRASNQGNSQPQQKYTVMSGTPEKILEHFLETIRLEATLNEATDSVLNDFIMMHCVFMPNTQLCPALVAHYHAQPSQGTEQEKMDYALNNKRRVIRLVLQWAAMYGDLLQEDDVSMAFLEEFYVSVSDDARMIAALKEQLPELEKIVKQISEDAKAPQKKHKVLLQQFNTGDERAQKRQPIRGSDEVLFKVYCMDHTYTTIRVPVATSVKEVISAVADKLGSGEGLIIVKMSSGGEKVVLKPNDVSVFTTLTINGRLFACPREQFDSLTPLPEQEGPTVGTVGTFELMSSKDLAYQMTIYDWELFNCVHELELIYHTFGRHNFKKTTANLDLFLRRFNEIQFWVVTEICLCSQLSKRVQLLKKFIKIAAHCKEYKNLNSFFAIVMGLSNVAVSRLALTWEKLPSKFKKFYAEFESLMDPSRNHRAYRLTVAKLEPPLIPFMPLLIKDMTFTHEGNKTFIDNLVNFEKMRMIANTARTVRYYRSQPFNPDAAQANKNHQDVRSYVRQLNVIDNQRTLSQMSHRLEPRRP
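Guanine nucleotide exchange by EPAC2 is measured as reduced fluorescence of BODIPY-GDP once it is released from 250 nM Rap1B. Plates are read kinetically for 30 min at room temperature; results are scaled to 6.5 mM cAMP.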
EPAC1 antagonist: qHTS for Antagonist of cAMP-regulated guanine nucleotide exchange factor 3 (EPAC1): primary screen. 360,000 tested, 0.14% active. EPAC1 GEF assay, Rap1b-BODIPY-GDP exchange fluorescence. Rap guanine nucleotide exchange factor 3 (Homo sapiens), O95398. Potency, µM (titrated, usually from 115 µM), for the others: at the top dose activity change, negative = inhibition, most hits filed as inhibitors;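 also: potency is read from the fitted curve at half-maximal effect; plate controls were vehicle for no effect and positive control for full effect; nearly all actives have a fitted effect of over 50% in size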
PI5P4Ka inh: qHTS for Inhibitors of phosphatidylinositol 5-phosphate 4-kinase (PI5P4K). Phosphatidylinositol 5-phosphate 4-kinase type-2 alpha (Homo sapiens), P48426. 330,000 tested, 1.2% active. PI5P4Kalpha enzyme, ADP-Glo luminescence, 60 min; hits give low values. max response, %; active = max response of -50% or lower; inconclusive = between -30% and -50%; inactive = -30% or higher; also: value at the top dose of about 77 µM; % is scaled to controls: 0 for no effect and ±100 for the full control effect
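Luminescence from ADP-Glo served as readout of PI5P4Kalpha activity in a qHTS format. Reaction: enzyme, substrate, compound, ATP at 5 microM final, 60 min at RT.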
EPAC1 ag: qHTS for Agonist of cAMP-regulated guanine nucleotide exchange factor 3 (EPAC1): primary screen; EPAC1 agonist qHTS, biochemical assay; response scale: 100% = response to 6.5 mM cAMP; Potency, µM (series often up to 154 µM), without a hit: at the highest dose activation, most hits filed as activators; 360,000 tested, 0.073% active; also: potency is read from the fitted curve at half-maximal effect; nearly all actives have a fitted effect of over 60% in size
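Multi-concentration qHTS readout: loss of Rap1B-bound BODIPY-GDP fluorescence driven by 100 nM EPAC1 with excess GDP (50 uM), monitored kinetically at room temperature; agonist response expressed relative to 6.5 mM cAMP.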
Numbers without * were called inactive; ? = inconclusive; / = not tested or not shown; & = joins results of further samples. Unless noted, calls follow the shape of the dose curve; as a rule, active = well fitted curve in the direction sought with a large enough effect; inconclusive = small, poorly fitted or top-dose-only effect, or another doubt; inactive = no such curve, though single readings can be large; an effect the other way counts as inactive or inconclusive.

cpd	Compound	WRN helicase inh	IL2 activator	CCT modulator	PLK1 PBD block
1	COc1ccc(C)cc1NC1=NC(C)(C)CS1	6%	-3.8	1.6	-5%
2	CC(C)NP(=O)(NC(C)C)OP(=O)(NC(C)C)NC(C)C	6%	0.3	0.4	-15%
3	O=C(C1CCCCC1)N1Cc2ccccc2-n2nncc2C1	-1%	0.9	0.3	4%
4	N#Cc1ccc(/C=C/C(=O)O)cc1	4%	0.2	-3.6	-5%
5	Cc1ccc(N=Cc2c(O)n(-c3ccc(C)cc3)c(=O)[nH]c2=O)cc1	-30%	-0.2	1.0	-12%
6	CCCN1CCO[C@@H]2c3cc(O)ccc3OC[C@H]21	-10%	-0.5	0.1	-4%
7	N#CCCn1cc(C(=O)Nc2ccc([N+](=O)[O-])cc2)c(-c2ccc3c(c2)OCCO3)n1	-5%	-1.6	-1.6	-7%
8	CC(N)Cc1cn(Cc2ccccc2)c2ccccc12 (stereo not drawn)	-22%	-1.0	-3.0	-14%

cpd	EPAC2 ag	EPAC1 antagonist	PI5P4Ka inh	EPAC1 ag
1	2%	13%	-6	-8%
2	10%	-5%	-2	-17%
3	1%	-5%	1	-1%
4	10%	-22%	-4	7%
5	-3%	-4%	2	-3%
6	-3%	16%	-1	-7%
7	-2%	-1%	-4	2%
8	16%	-2%	5	0%

Further compounds:
cpd	Compound	WRN helicase inh	IL2 activator	CCT modulator	PLK1 PBD block
9	CNC(=O)Oc1cccc(-c2cn3cc(Cl)ccc3n2)c1	4%	-2.5	-3.4	-16%
10	C[N+](C)(C)c1ccccc1	1%	0.1	-0.6	1%
11	O=c1[nH]c(=O)n(C2CCCCCC2)c(O)c1C=NCC1CCCO1 (stereo not drawn)	0%	-0.8	-1.3	-12%
12	COC(=O)C1=C(c2cccc(C#N)c2)C[C@@H]2CC[C@H]1N2C(=O)NCCOc1ccccc1	-6%	-0.5	0.6	-15%
13	Cc1cc(/C=C2/C(=O)NC(=O)N(c3ccc(Br)cc3)C2=O)c(C)n1C	-10%	10.0	-1.4	-6%
14	Cc1nn(C)c(C)c1/C=C1/CC2C3CC=C4CC(O)CCC4(C)C3CCC2(C)C1=O (stereo not drawn)	-18%	0.7	-1.2	0%
15	Cc1cccn2c(=O)c3c(nc12)N1CCc2ccccc2C1C1(C3)C(=O)NC(=O)N(C)C1=O (stereo not drawn)	2%	1.3	-3.1	2%
16	COc1ccc2c(c1)C(NC(C)=O)CCc1cc(OC)c(OC)c(OC)c1-2 (stereo not drawn)	0%	-4.4	0.1	-1%

cpd	EPAC2 ag	EPAC1 antagonist	PI5P4Ka inh	EPAC1 ag
9	8%	-6%	-25	6%
10	13%	0%	2	/
11	-7%	4%	8	9%
12	0%	4%	1	6%
13	7%	-15%	-15	-6%
14	0%	-21%	2	6%
15	0%	4%	/	4%
16	9%	-8%	20	-2%

Carrying on:
cpd	Compound	WRN helicase inh	IL2 activator	CCT modulator	PLK1 PBD block
17	CCN1CCN(C(=O)Cc2c(C)n(C(=O)c3ccc(Cl)cc3)c3ccc(OC)cc23)CC1	1%	-3.5	-0.2	-11%
18	Nc1ncc(P(=S)(N2CCOCC2)N2CCOCC2)s1	-13%	0.7	0.5	-10%
19	CCCNC(=O)N1[C@H]2CC[C@@H]1C(C(=O)OC)=C(c1ccc(Cl)c(C(F)(F)F)c1)C2	-6%	-0.8	1.8	-7%
20	CN1C(=O)CN=C(c2ccc[nH]2)c2cc(Cl)ccc21 (tested in a mixture with another compound)	6%	-2.1	0.6	1%
21	C[C@@H]1CN([C@@H](C)CO)C(=O)CCCn2nncc2CO[C@H]1CN(C)C(=O)Oc1cccc2ccccc12	-4%	-1.5	-2.6	-19%
22	CC(=O)c1ccc(OC(=O)N(C)c2ccccc2)cc1	-6%	1.3	-0.6	-14%
23	CC(Cc1ccccc1)NC(=O)NC(C)Cc1ccccc1 (stereo not drawn)	-8%	-0.6	-0.3	-3%
24	COc1cc(C)cc2oc(=O)c(CC(=O)N3C[C@H]4C[C@@H](C3)c3cccc(=O)n3C4)c(C)c12	-9%	-0.7	-0.1	-3%

cpd	EPAC2 ag	EPAC1 antagonist	PI5P4Ka inh	EPAC1 ag
17	-3%	2%	-3	-3%
18	2%	7%	-2	3%
19	-6%	-29%	-2	-13%
20	7%	8%	-22	9%
21	15%	0%	-2	-16%
22	1%	-13%	-5	-8%
23	0%	11%	7	-1%
24	4%	-5%	-1	-19%

5 entries already listed, arranged by molar mass, rising:
cpd	Compound	WRN helicase inh	IL2 activator	CCT modulator	PLK1 PBD block
10	C[N+](C)(C)c1ccccc1	1%	0.1	-0.6	1%
3	O=C(C1CCCCC1)N1Cc2ccccc2-n2nncc2C1	-1%	0.9	0.3	4%
16	COc1ccc2c(c1)C(NC(C)=O)CCc1cc(OC)c(OC)c(OC)c1-2 (stereo not drawn)	0%	-4.4	0.1	-1%
19	CCCNC(=O)N1[C@H]2CC[C@@H]1C(C(=O)OC)=C(c1ccc(Cl)c(C(F)(F)F)c1)C2	-6%	-0.8	1.8	-7%
17	CCN1CCN(C(=O)Cc2c(C)n(C(=O)c3ccc(Cl)cc3)c3ccc(OC)cc23)CC1	1%	-3.5	-0.2	-11%

cpd	EPAC2 ag	EPAC1 antagonist	PI5P4Ka inh	EPAC1 ag
10	13%	0%	2	/
3	1%	-5%	1	-1%
16	9%	-8%	20	-2%
19	-6%	-29%	-2	-13%
17	-3%	2%	-3	-3%

Next records:
cpd	Compound	WRN helicase inh	IL2 activator	CCT modulator	PLK1 PBD block
25	O=c1[nH]c2ccccc2o1	4%	0.9	-6.2	-13%
26	Cc1ccc([C@@H]2CC(=O)[C@@H]3CN(S(=O)(=O)c4ccccc4C)[C@H](c4ccc(Cl)cc4)C[C@@H]3N2S(=O)(=O)c2ccc(C)cc2)cc1	2%	-3.2	-0.6	-11%
27	COP(=O)(C#Cc1ccccc1)C(O)c1ccc(Br)cc1 (stereo not drawn)	-23%	-0.3	-105*	4%
28	C=CCN1C(=O)NC(=O)/C(=C/c2cc3c4c(c2)CCCN4CCC3)C1=O	-29%	0.6	-2.8	?
29	Cc1cc(/C=C2\C(=O)NC(=S)N(C)C2=O)c(C)n1C1CCCCC1	12%	-0.5	-1.5	6%
30	COC(=O)C1=C(c2ccc(-c3ccccc3)c(F)c2)C[C@@H]2CC[C@H]1N2C(=O)NCC1CC1	-1%	-0.7	-0.5	-17%
31	COC(=O)c1ccc(C(c2c(C)[nH][nH]c2=O)c2c(C)[nH][nH]c2=O)cc1	3%	3.6	-1.2	21µM*
32	COc1cccc(OCC(=O)N2CCN(C)CC2)c1	-2%	-0.3	-1.1	-3%

cpd	EPAC2 ag	EPAC1 antagonist	PI5P4Ka inh	EPAC1 ag
25	7%	-2%	-1	-21%
26	12%	-1%	0	7%
27	3%	-15%	3	-4%
28	6%	7%	?	-2%
29	8%	10%	1	-6%
30	16%	?	-1	-10%
31	-6%	-13%	-2	-1%
32	13%	-1%	/	7%

Continuation:
cpd	Compound	WRN helicase inh	IL2 activator	CCT modulator	PLK1 PBD block
33	CN(C)[C@@H]1C(=O)C(C(N)=O)=C(O)[C@@]2(O)C(=O)C3=C(O)c4c(O)cccc4[C@@](C)(O)[C@H]3[C@H](O)[C@@H]12	20µM*	0.0&0.3	-0.6&1.1	5.3µM*
34	C=CCn1cc(C=C2C(=O)NC(=O)NC2=O)c2ccccc21	?	-5.0	-0.5	8%
35	O=C1CCN(C(=O)C(Cl)Cl)N1	2%	-1.0	-5.8	-10%
36	CN1C(=O)c2ccccc2NC(=O)[C@]12O[C@@H]2c1ccccc1	-1%	0.5	1.2	-5%
37	O=C(c1ccc(N2CCCCCC2)c([N+](=O)[O-])c1)N1CCC2(CC1)OCCO2	21%	-0.6	-4.1	-15%
38	CC(=O)CC(c1ccc2c(c1)OCO2)c1c(O)c2ccccc2oc1=O (stereo not drawn)	7%	-2.3	0.5	-15%
39	COC(=O)CSC1=NN1c1cc(C)nc(N)n1	-5%	-0.7	0.4	-11%
40	COC1CC(C)C(OC)c2cc(O)cc(c2O)NC(=O)C(C)=CC=CC(C)C(OC(N)=O)C(C)=CC(C)C1OC (stereo not drawn)	-30%	-6.4	-2.0	19µM*

cpd	EPAC2 ag	EPAC1 antagonist	PI5P4Ka inh	EPAC1 ag
33	-6%&-3%	?	-85*	3%&26%
34	-25%	?	-10	/
35	1%	-18%	3	14%
36	-7%	23%	-2	-25%
37	16%	-10%	1	-6%
38	-2%	1%	-4	7%
39	7%	-13%	5	-14%
40	4%	-13%	13	-9%

(continued)
cpd	Compound	WRN helicase inh	IL2 activator	CCT modulator	PLK1 PBD block
41	CC1CC(C)(O)CC(C(O)CC2CC(=O)NC(=O)C2)C1=O (stereo not drawn)	0%	-4.8	-1.1	-5%
42	Cn1c(O)c(C(c2ccccn2)c2c(O)n(C)c(=S)n(C)c2=O)c(=O)n(C)c1=S	-30%	-0.7	2.5	-16%
43	CCCCC1(CN2CCCC2=O)C(=O)NC(=O)NC1=O	4%	0.7	2.4	-1%
44	Oc1ccc(Cl)cc1	-4%	0.1	-1.8	-19%
45	O=c1[nH]c(=S)n(-c2ccc(F)cc2)c(O)c1/C=N/N1CCOCC1	-4%	0.7	-1.4	5%
46	CCC(C)C1NC(=O)C2CCCN2C(=O)C(CC(C)C)OC(=O)CCNC(=O)C(C)N(C)C(=O)C(C(C)C)N(C)C1=O (stereo not drawn)	6%	-6.2	-0.8	-5%
47	Cc1c(C(=O)N2CCC3(CC2)OCCO3)oc2ccccc12	5%	-1.9	0.5	2%
48	O=[N+]([O-])c1ccc(Cl)c(Cl)c1Cl	-5%	-0.3	-0.4	3%
49	O[C@@H]1CCCC[C@H]1N1CCC(c2ccccc2)CC1	6%	-0.1	0.3	-12%
50	O=C(Cc1ccccc1)OCC(=O)c1ccccc1	9%	0.0	-1.4	-12%

cpd	EPAC2 ag	EPAC1 antagonist	PI5P4Ka inh	EPAC1 ag
41	-3%	-8%	4	13%
42	12%	-8%	6	3%
43	-3%	-3%	4	2%
44	8%	-19%	9	-12%
45	-4%	9%	-6	8%
46	-3%	7%	17	6%
47	11%	9%	/	0%
48	3%	-2%	1	3%
49	0%	11%	-7	-19%
50	18%	1%	-8	-1%

Screens (PubChem)

A portion of the library; rates above refer to the full screens.
